Screens from PubChem.
Apoferritin bind: binds horse apoferritin like a general anesthetic | P02791 | apoferritin/1-aminoanthracene competitive binding, fluorescence | Potency, µM (top dose mostly 77.5 µM), for inactives: at the highest dose activity change, negative = displacement, hits mostly inhibitors | hit rate 0.074% among 350,000; note: potency is the fitted concentration of half-maximal effect; % is set by controls: 0 for no effect and ±100 for the full control effect; nearly all actives have a fitted effect of over 20% in size
Target sequence (P02791 2-175 limits assumed): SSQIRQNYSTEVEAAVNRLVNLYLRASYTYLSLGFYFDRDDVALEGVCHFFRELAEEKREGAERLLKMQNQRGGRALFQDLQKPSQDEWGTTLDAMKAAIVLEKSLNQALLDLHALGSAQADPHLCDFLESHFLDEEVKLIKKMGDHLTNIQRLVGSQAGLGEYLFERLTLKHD
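In PBS, apoferritin at 10 uM is loaded with 1-AMA from a 50% saturated solution. After 10 min of compound exposure at ambient temperature, reduced 535 nm fluorescence indicates probe displacement.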
Pol iota inh: inhibitors of human DNA polymerase iota; AID 588590; Pol iota fluorescent replication assay, 10 min; hit rate 1% among 390,000; Potency, µM (series often up to 115 µM), without a hit: top-dose activity, negative = inhibition, usual class: inhibitors; note: potency is the fitted concentration of half-maximal effect
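Fluorescent replication assay read twice, at 0 min and 10 min after adding 50 nM (final) substrate. Enzyme (10 nM) and compounds were first incubated 15 min at room temperature; enzyme-free buffer wells were negative controls.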
BLM inh: inhibitors of human Bloom syndrome helicase BLM; hit rate 0.2% among 350,000; AID 2528; Potency, µM (series often up to 56.1 µM), for inactives: at the top dose activity change, negative = inhibition, usual class: inhibitors; recombinant BLM DNA unwinding, fluorescence dequenching; P54132;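 note: potency is the fitted concentration of half-maximal effect; plate controls were vehicle for no effect and no enzyme for full effect; nearly all actives have a fitted effect of over 35% in size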
Pol beta inh: blocks human DNA polymerase beta activity; hit rate 1.3% among 340,000; P06746; AID 485314; Pol beta primer extension/strand displacement, fluorescence kinetic; Potency, µM (doses to about 114 µM), without a hit: at the top dose activity change, negative = inhibition, actives largely listed as inhibitors; note: potency is the fitted concentration of half-maximal effect; % is set by controls: 0 for no effect and ±100 for the full control effect
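Kinetic readout of DNA synthesis with strand displacement by Pol beta. Compound and 10 nM enzyme sit 15 min at room temperature; 50 nM substrate starts the reaction, read immediately and at 10 min.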
LDHA inh: LDHA (human) enzyme inhibition | purified LDHA, NADH/diaphorase-resazurin fluorescence; stronger effect = lower value | activity change, % (values are at about 110 or 230 µM) | hit rate 0.15% among 480,000; in the data active = activity change below about -30%; inconclusive = mostly about -25% to -30%;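 note: plate controls were DMSO wells for no effect and wells without enzyme for full effect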
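Human LDH5 at 2 nM final in Tris HCl pH 7.4 with 0.06 mM NADH and 0.2 mM pyruvate, reacted 5 minutes at room temperature. Remaining NADH coupled via diaphorase/resazurin; resorufin fluorescence read at 0 and 20 minutes, normalized to enzyme-free and DMSO wells.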
POLK inh: inhibitors of human DNA polymerase kappa; purified Pol kappa, fluorescent DNA synthesis assay, 10 min; AID 588579; Potency, µM (series often up to 107 µM), for the others: at the top dose activity, negative = inhibition, most hits filed as inhibitors; hit rate 0.53% among 400,000; Q9UBT6; note: potency is the fitted concentration of half-maximal effect; % is set by controls: 0 for no effect and ±100 for the full control effect
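Pol kappa 10 nM + cpd, 15 min RT; start w/ substrate 50 nM final; fluorescence kinetic read, 0 and 10 min. Neg ctrl: buffer, no enzyme.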
Glioma ERSR ind: induces the endoplasmic reticulum stress response in human glioma cells; Potency, µM, for the others: top-dose activation, actives largely listed as activators; U87-MG GRP78 promoter luciferase reporter, 16 h; hit rate 0.02% among 420,000; note: potency is the fitted concentration of half-maximal effect; series mostly up to about 76 µM; % of control where 0% means no effect; nearly all actives have a fitted effect of over 35% in size
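ERSR induction read as luciferase luminescence (Bright-Glo, 10 min at room temperature) in stably transfected human U87-MG glioma cells exposed to compounds for 16 h, using GRP78 as sensor.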
APE1 inh: blocks human APE1 abasic DNA cleavage. hit rate 0.35% among 350,000. AID 2517. Potency, µM (doses to about 65.8 µM), inactives show at the highest dose activity change, negative = inhibition, usual class: inhibitors. recombinant APE1, TAMRA/BHQ-2 abasic DNA cleavage fluorescence. P27695;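 note: potency is the fitted concentration of half-maximal effect; plate controls were vehicle for no effect and reference inhibitor for full effect; nearly all actives have a fitted effect of over 55% in size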
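Activity was derived from the fluorescence gain between first and third kinetic reads (60 s intervals, ex 525/em 598 nm) after 50 nM THF-abasic TAMRA/BHQ-2 duplex was added to 0.75 nM APE1 preincubated 15 min with compound.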
POLH inh: blocks human DNA polymerase eta activity. recombinant Pol eta, fluorescent DNA replication assay. Potency, µM (series often up to 114 µM), for inactives: top-dose activity change, negative = inhibition, hits mostly inhibitors. hit rate 1.2% among 390,000. Q9Y253; note: potency is the fitted concentration of half-maximal effect; % is set by controls: 0 for no effect and ±100 for the full control effect
Target sequence (Q9Y253 whole entry, looked up): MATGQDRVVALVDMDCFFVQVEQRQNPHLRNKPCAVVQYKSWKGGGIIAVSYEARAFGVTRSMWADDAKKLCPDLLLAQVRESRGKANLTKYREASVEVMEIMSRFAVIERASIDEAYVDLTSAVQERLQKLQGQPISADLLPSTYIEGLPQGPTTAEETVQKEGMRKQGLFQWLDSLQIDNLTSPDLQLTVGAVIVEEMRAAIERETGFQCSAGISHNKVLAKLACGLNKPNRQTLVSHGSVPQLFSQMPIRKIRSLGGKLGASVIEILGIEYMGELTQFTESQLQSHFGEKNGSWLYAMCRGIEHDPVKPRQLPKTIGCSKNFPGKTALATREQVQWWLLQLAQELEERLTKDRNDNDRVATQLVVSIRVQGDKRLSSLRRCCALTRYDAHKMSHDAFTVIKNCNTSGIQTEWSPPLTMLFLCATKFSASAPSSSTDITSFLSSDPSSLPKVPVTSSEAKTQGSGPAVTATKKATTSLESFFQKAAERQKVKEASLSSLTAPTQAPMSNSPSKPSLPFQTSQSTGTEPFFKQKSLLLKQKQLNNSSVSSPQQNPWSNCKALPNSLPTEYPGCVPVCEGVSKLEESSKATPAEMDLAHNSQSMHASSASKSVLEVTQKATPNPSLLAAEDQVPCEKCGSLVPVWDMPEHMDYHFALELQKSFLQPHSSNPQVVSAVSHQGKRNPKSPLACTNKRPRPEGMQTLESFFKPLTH
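Fluorescent replication assay: 50 nM final substrate added after a 15 min room-temperature compound preincubation with 10 nM enzyme. Signal taken at 0 min and again at 10 min.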
The depositor's hits bear a star; ? = inconclusive; . = not tested or not shown; & = joins results of further samples; [ ] = dose if it differs, or a comment. Unless noted, calls come from the whole dose curve; as a rule, active = well fitted curve in the direction sought with a large enough effect; inconclusive = small, poorly fitted or top-dose-only effect, or another doubt; inactive = no such curve, though single readings can be large; an effect the other way counts as inactive or inconclusive. Not all compounds are listed; rates above refer to the full screens.

SMILES	Apoferritin bind	Pol iota inh	BLM inh	Pol beta inh	LDHA inh	POLK inh	Glioma ERSR ind	APE1 inh	POLH inh
CCN1C[C@]2(CO)CC[C@H](OC)[C@@]34C5C[C@H]6[C@H](OC)C5[C@](O)(C[C@H]6OC)[C@@H](C(OC)C23)[C@@H]14 (stereo partly drawn)	.	-1%	.	.	-3	5%	0%	.	-2%
CCn1c(O)c(/C=N/NC(=O)c2ccncc2)c(=O)[nH]c1=S	68%[activator]	?	-2%	4%	2	-4%	-7%	10%	-15%
CC1(CCl)CN1S(=O)(=O)c1ccccc1 (stereo not drawn)	3%	39%	-8%	1%	-5	-2%	1%	2%	7%
C=C1C(=O)O[C@@H]2C[C@@H](C)[C@@H]3C=CC(=O)[C@@]3(C)[C@@H](OC(=O)CC(=O)O[C@H]3[C@@H]4C(=C)C(=O)O[C@@H]4C[C@@H](C)[C@@H]4C=CC(=O)[C@]43C)[C@H]12	-9%	4.5µM*	22µM*	20µM*	3	35µM*	-12%	-11%	7.9µM*
CCCc1cc(=O)oc2c3c(cc(OCC(=O)N[C@@H](C)C(=O)O)c12)OC(C)(C)CC3	38%	108%[activator]	-3%	11%	-6	0%	-5%	-9%	1%
O=C(c1ccncc1)N1CCC[C@@]2(CCN(Cc3nccs3)C2)C1	.	.	2%	.	.	-4%[60.1 µM]	1%	-1%	.
Cc1ccc(CCN2CC(C(=O)N3CCC4(CC3)OCCO4)CC2=O)cc1 (stereo not drawn)	-9%	-5%	-2%	10%	-6	-2%	0%	0%	2%
O=C(CN1CC=C(c2ccccc2)CC1)Nc1c(Cl)cccc1Cl	6%	8%	2%	7%	-4	-14%	-5%	-6%	-6%
COC(=O)NC/C=C\c1nc(CC/C=C\C(=O)O[C@H]2C[C@H]3CC(=O)O[C@@H](/C=C\CC(C)C)C[C@@H]4CC[C@H](C)[C@H](C[C@@H](OC)C[C@H](C2)O3)O4)co1	-1%[15.3 µM]	.	-2%[12.4 µM]	.	.	.	-3%	-11%[12.4 µM]	.
O=C1NC(=O)C2(Cc3c(nc4ccccn4c3=O)N3CCCCCC32)C(=O)N1Cc1ccccc1 (stereo not drawn)	-19%	6%	-2%	0%	-11	-5%	-5%	-4%	5%
O=C(Nc1ccccc1)N1CC2(CCN(C(=O)Oc3ccccc3)CC2)C1	.	.	-1%	.	.	-1%[60.1 µM]	-3%	2%	.
CN(Cc1ccc(OC(F)F)cc1)Cc1nc2c(Br)cc(Br)cc2c(=O)[nH]1	?	13%	-7%	2%	1	-3%	-2%	?	-16%
Cc1ccc(C2C(=O)NC(=O)NC2=O)cc1	.	-4%	.	.	3	5%	-6%	.	-4%
Cn1cnnc1Sc1cc(N2CCNCC2)ccc1[N+](=O)[O-]	-5%	143%[activator]	-6%	0%	-4	-9%	0%	1%	-11%
COc1cc([C@@H]2c3cc4c(cc3C[C@H]3COC(=O)[C@@H]32)OCO4)cc(OC)c1O	.	15%	.	.	4	3%	1%	.	.
O=C1NCCOC(=O)[C@H](Cc2ccc(F)cc2)CC/C=C/C[C@H]1CC(=O)N(CCO)Cc1ccccc1	.	17%	.	.	-11	3%	-3%	-27%	1%
Fc1ccccc1-c1n[nH]c(=S)n1Cc1ccccc1	4%	-28%	2%	?	-9	-3%	-4%	22%	-9%
Cn1ccc(NC(=O)CCl)n1	1%	80%[activator]	2%	9%	-3	-6%	3%	0%	-20%
CC(C)C1C(=O)O[C@@H]2CCN3CC=C(COC(=O)[C@](C)(O)[C@]1(C)O)[C@H]23 (stereo partly drawn)	1%	.	2%	.	.	18%[60.1 µM]	0%	-1%	.
CC1O[C@@H](O[C@@H]2C(O)C[C@H](O[C@@H]3C(O)C[C@@H](OC4CC[C@@]5(C)C6CC[C@]7(C)C(C8=CC(=O)OC8)CC[C@@]7(O)C6CC[C@@H]5C4)OC3C)OC2C)CC(O)[C@H]1O (stereo partly drawn)	4%	.	-11%	.	.	-7%[60.1 µM]	-9%	18%	.
Cc1nnc(NC(=O)c2cccn(Cc3ccccc3)c2=O)s1	1%	36%[activator]	1%	-19%	-1	1%[60.1 µM]	-1%	.	-12%
C[N+]1=Cc2cc3c(cc2CC1)OCO3	.	.	2%	.	.	-8%[19.4 µM]	-4%	-1%	.
CCOC(=O)CN(C#N)c1nc(N(C)C)nc(N(C)C)n1	-9%	20%	-3%	-9%	-2	-3%	0%	3%	-11%
Cc1ccccc1CNC(=O)c1ccc(-c2nc(CS(=O)(=O)c3ccccc3)c(C)o2)cc1	3%	?	-4%	-7%	-5	0%	-5%	.	-6%
CN1CCN(c2ccc(Cl)cc2N)CC1	-3%	17%	1%	61%[activator]	0	-2%	-4%	13%	-16%
CN1CCN(c2ncc(C=O)s2)CC1	-2%	-23%	6%	5%	-5	3%	-1%	-4%	-11%
Cc1nn(Cc2ccccc2)c(C)c1C(=O)O	-3%	12%	-2%	?	-9	6%	-2%	0%	-12%
CSc1nc(N2CCN(C)CC2)c2ccccc2n1	-8%	104%[activator]	-7%	6%	-9	-4%	-2%	0%	-13%
COc1ccc(Nc2ncc(C(=O)N3CCC4(CC3)OCCO4)c3ccccc23)cc1	-8%	8%	-4%	1%	4	-9%	1%	1%	-23%
Cc1ccc(-c2nc3ccccc3c(=O)n2-c2ccncc2)cc1	3%	2%	2%	8%	-4	-6%	0%	17%	-7%
CCC(C)NC(=O)c1c(N)n(CC2CCCO2)c2nc3ccccc3nc12 (stereo not drawn)	457%[activator]	?	?	?	7	-12%	-8%	-3%	-7%
CC(=O)NC1CC2CCC(C1)N2 (stereo not drawn)	9%	7%	-1%	0%	0	-12%	0%	?	-4%
CCOC(=O)C1(CCc2ccccc2)CCN(Cc2ccc(NC(C)=O)cc2)CC1	-8%	-15%	1%	0%	-6	-13%	-5%	-10%	-17%
Cn1cccc1/C=C1/C(=O)NC(=S)N(Cc2ccc(F)cc2)C1=O	-12%	20µM*	?	?	-2	?	-4%	?	13µM*
COc1ccc(OC(=O)N(C)C)c(CN(C)C)c1	-10%	15%	2%	0%	-2	-4%	2%	1%	-5%
CCC12CN3CC(CC)(CN(C1)C3c1ccccn1)C2=O (stereo not drawn)	-2%	37%[activator]	2%	1%	12&-1	-4%	-3%	.	-12%
Cc1cc(OC(=O)c2ccco2)c2c3c(c(=O)oc2c1)CCC3	-5%	27%	-3%	3%	7	-14%	-1%	1%	0%
CC(C)c1oc(=O)cc2c1[C@@H](O)[C@H]1OC(=O)[C@@]3(C)C[C@@H](O)[C@@H](O)[C@@]2(C)C13 (stereo partly drawn)	10%	26%	0%	9%	-5	-1%	-5%	1%	-10%
Cc1ccc(Cn2cccc(C(=O)Nc3cc([N+](=O)[O-])ccc3C)c2=O)cc1	0%	5%	-3%	0%	0	2%[60.1 µM]	0%	.	-11%
c1cc2c(cc1[C@H]1OC[C@H]3[C@@H]1CO[C@@H]3c1ccc3c(c1)OCO3)OCO2	-4%	17%	-6%	-15%	-11	-25%	1%	-2%	-9%
CCOC(=O)c1c(NC(=O)c2c(N)n(CCCOC)c3nc4ccccc4nc23)sc2c1CCCC2	9%	37%[activator]	4µM*	7%	-11	-8%[60.1 µM]	-4%	2%	-11%
CCOP(=O)(Nc1ccc2c(c1)C(=NNC(N)=S)c1ccccc1-2)OCC	.	6%	.	.	-5	-5%	-4%	.	-16%
O=C(C1CCCN(S(=O)(=O)c2ccc(F)cc2)C1)N1CCOCC1 (stereo not drawn)	.	48%[activator]	.	.	-3	7%	2%	.	-11%
c1ccc(CNC2CCCCCCC2)cc1 (tested in a mixture with another compound)	.	-2%	.	.	4	-23%	-6%	.	-18%
